From PubChem BioAssay
NCI-60 one-dose screen, 48 h, at 10 µM unless noted. Numbers give growth in % (100 = growth as untreated, 0 = no growth, -100 = all killed).
HCT-116: HCT-116 colon cancer | 7.3% of 82,000 active | AID 1794798
HCT-15: HCT-15 colon cancer; 5.2% of 82,000 active; AID 1794746
NCI-H460: NCI-H460 lung cancer; 6.8% of 82,000 active; AID 1794736
NCI-H226: NCI-H226 lung cancer; AID 1794732; 3.5% of 79,000 active
HT29: HT29 colon cancer; 7.4% of 81,000 active
SW-620: SW-620 colon cancer | 5.2% of 82,000 active
KM12: KM12 colon cancer cells | 5% of 82,000 active
COLO 205: COLO 205 colon cancer; AID 1794742; 7.3% of 79,000 active
NCI-H322M: NCI-H322M lung cancer; 2.7% of 80,000 active; AID 1794733
* hit, by the source's call; · = no result given; & = joins results of further samples; [ ] = dose if it differs, or a comment. The calls were made as follows: active = growth percent below 10; inactive = the rest.

SMILES	HCT-116	HCT-15	NCI-H460	NCI-H226	HT29	SW-620	KM12	COLO 205	NCI-H322M
COc1cc(-c2ccc(NC(=O)CSC(N)=O)c(OC)c2)ccc1NC(=O)CSC(N)=O	85.9	93.2	84.7	105.8	99.8	97.2	45.7	105.9	89.3
Cc1cc2c(cc1Cl)C(=O)/C(=C/c1ccc(F)cc1)O2	73.5	97.8	105.2	84.3	102.4	111.0	92.7	119.5	99.6
c1cnc2n[nH]c(Nc3ncnc4c3sc3ncccc34)c2c1	96.2	95.1	96.0	93.8	95.4	100.6	103.1	107.0	106.5
O=c1c2ccccc2n(CC(O)CN2CCCC2)c2ccccc12 (stereo not drawn)	100.8	110.0	110.5	99.4	107.9	98.3	113.8	118.0	87.7
CCCCOC(=O)c1cccc(NC(=O)CN2CCOCC2)c1	77.6	94.7	106.4	91.1	78.5	111.0	104.4	·	90.2
O=C(C[n+]1ccc2ccccc2c1)c1ccccc1	100.6&95.9	102.9&101.8	101.3&110.4	93.0&86.9	96.5&96.9	101.0&92.8	100.6&101.1	103.7&71.7	79.0&122.9
Cc1nc(Nc2ccc(N)cc2)c2ccccc2n1	95.3	89.4	102.4	97.6	88.9	99.0	98.3	92.2	116.6
N#Cc1ccccc1-c1ccccc1C(=O)O	99.2	102.0	108.8	95.4	99.2	105.4	103.0	111.5	98.8
COc1cc(CNC(=O)[C@]23CCC(C)(C)CC2C2=CCC4[C@@]5(C)CCC(OC(C)=O)C(C)(C)C5CC[C@@]4(C)[C@]2(C)CC3)ccc1OCc1cn(-c2cccc([N+](=O)[O-])c2)nn1 (stereo partly drawn)	71.1	105.6	97.2	104.0	86.3	98.8	91.6	107.5	94.5
Cc1nn(-c2ccccc2)c(N2CCOCC2)c1-c1nc2ccc(C(=O)NN=Cc3ccoc3)cc2[nH]1	102.3	105.4	101.5	99.4	110.1	104.3	99.2	118.5	105.4
C/C(=N\Nc1ncnc2cc(Cl)ccc12)c1ccc(-n2cc[n+](C)c2)nc1	98.5	103.6	85.7	78.3	101.4	99.9	100.8	74.4	82.8
Nc1ccc(S(=O)(=O)Nc2ccccn2)cc1	102.1&102.5	107.7&100.6	112.2&108.5	111.0&98.9	114.2&105.6	102.6&104.4	95.9&104.2	117.4&104.1	105.3&100.3
O=C(CSc1nnc(-c2ccc(Cl)cc2)n1-c1ccccc1)Nc1ccccc1Cl	12.1	76.8	54.5	48.7	67.5	51.6	80.0	88.7	66.2
CCCOC(=O)N[C@H]1CCc2cc(OC)c(OC)c(OC)c2-c2ccc(SC)c(=O)cc21	7.6*	14.8	1.0*	13.0	14.2	18.4	-11.3*	1.6*	32.7
Cc1ccc2cnc(N)c(C#Cc3cc(C(=O)Nc4ccc(CN5CCN(C)CC5)c(C(F)(F)F)c4)cnc3C)c2c1	-83.9*	-40.5*	-83.0*	7.1*	-62.7*	-77.3*	0.6*	-41.2*	17.8

Part of the list above, in CSV form.
SMILES,HCT-116,HCT-15,NCI-H460,NCI-H226,HT29,SW-620,KM12,COLO 205,NCI-H322M
O=C(C[n+]1ccc2ccccc2c1)c1ccccc1,100.6&95.9,102.9&101.8,101.3&110.4,93.0&86.9,96.5&96.9,101.0&92.8,100.6&101.1,103.7&71.7,79.0&122.9
Cc1nc(Nc2ccc(N)cc2)c2ccccc2n1,95.3,89.4,102.4,97.6,88.9,99.0,98.3,92.2,116.6
N#Cc1ccccc1-c1ccccc1C(=O)O,99.2,102.0,108.8,95.4,99.2,105.4,103.0,111.5,98.8
COc1cc(CNC(=O)[C@]23CCC(C)(C)CC2C2=CCC4[C@@]5(C)CCC(OC(C)=O)C(C)(C)C5CC[C@@]4(C)[C@]2(C)CC3)ccc1OCc1cn(-c2cccc([N+](=O)[O-])c2)nn1 (stereo partly drawn),71.1,105.6,97.2,104.0,86.3,98.8,91.6,107.5,94.5
Cc1nn(-c2ccccc2)c(N2CCOCC2)c1-c1nc2ccc(C(=O)NN=Cc3ccoc3)cc2[nH]1,102.3,105.4,101.5,99.4,110.1,104.3,99.2,118.5,105.4
C/C(=N\Nc1ncnc2cc(Cl)ccc12)c1ccc(-n2cc[n+](C)c2)nc1,98.5,103.6,85.7,78.3,101.4,99.9,100.8,74.4,82.8
Nc1ccc(S(=O)(=O)Nc2ccccn2)cc1,102.1&102.5,107.7&100.6,112.2&108.5,111.0&98.9,114.2&105.6,102.6&104.4,95.9&104.2,117.4&104.1,105.3&100.3

The results go on:
SMILES	HCT-116	HCT-15	NCI-H460	NCI-H226	HT29	SW-620	KM12	COLO 205	NCI-H322M
CC[C@]12C=CCN3CC[C@@]4(c5ccc(OC)cc5N(C)[C@H]4[C@@](O)(C(=O)OC)[C@@H]1OC(=O)CCC(=O)N[C@@H](Cc1c[nH]c4ccccc14)C(=O)OC)[C@@H]32	100.2	97.2	96.6	104.2	89.1	96.4	106.0	98.8	98.5
N/C(=N\OC(=O)CSc1nc2ccccc2s1)c1ccc2ccccc2c1	103.0	101.0	107.9	99.6	103.4	100.3	103.3	106.6	101.4
O=C(OC(c1ccccc1)c1nccc2ccccc12)c1ccccc1 (stereo not drawn)	92.5	99.1	98.4	100.3	94.7	95.8	95.8	105.6	119.9
COc1cc2nc(Cl)nc(Nc3cccc(C4=NN(C=O)C(c5ccc6c(c5)OCO6)C4)c3)c2cc1OC (stereo not drawn)	89.9	81.7	92.7	85.2	98.2	102.3	84.8	97.9	92.1
CC(=O)N1N=C(c2ccc(Cl)cc2)CC1c1sc(N2CCOCC2)nc1Cl (stereo not drawn)	87.4	96.9	106.5	94.2	103.5	102.4	97.3	105.9	87.2
NC(=O)c1cc(N)nc(Cl)n1	98.2	100.6	94.9	96.4	97.4	96.2	95.3	112.4	88.0
COc1nc2c(c(=O)n1C)CN(Cc1ccccc1)C(=O)CN2C	94.1[100 µM]	91.4[100 µM]	99.6[100 µM]	86.3[100 µM]	105.7[100 µM]	99.8[100 µM]	95.0[100 µM]	116.5[100 µM]	103.9[100 µM]
[2H]C([2H])([2H])Oc1ccc(/C=C/C(=O)/C=C(/C=C/c2ccc(OC([2H])([2H])[2H])c(OC([2H])([2H])[2H])c2)OB(F)F)cc1OC([2H])([2H])[2H]	26.4	58.6	94.4	91.2	79.3	34.5	90.3	77.5	91.1
N=C1N=C(SCc2nc3ccccc3[nH]2)NC(=O)/C1=C/c1ccc(F)cc1	97.9	107.5	112.2	92.0	105.1	102.9	105.1	110.4	106.5
CCCN(CCC)c1ccc(NC(=O)c2cc(OC)c(OC)c(OC)c2)cc1	90.1	89.4	108.7	85.6	78.6	100.3	90.2	·	82.4
Cc1nn(C2CC(O)C(O)C(CO)O2)c(=O)[nH]c1=O (stereo not drawn)	104.4	97.6	116.9	107.8	·	106.0	120.5	101.4	112.6
CC(=O)C1C(=O)C(=O)N(c2ccccc2)C1=O (stereo not drawn)	103.3	110.6	101.8	90.1	114.9	100.0	100.1	106.6	108.5
O=c1[nH]c(=S)[nH]cc1Oc1ccccc1	101.6	107.2	105.0	113.4	108.8	106.1	115.5	107.8	112.5
O=[N+]([O-])c1cccc(/C=C/c2ccc3ccccc3n2)c1	82.4	82.5	77.1	82.9	76.5	85.5	82.7	91.7	74.3
COc1ccc(-c2cc(C(=O)Nc3nc4ccc(OC)cc4s3)nc3cc(-c4ccccc4)nn23)cc1	108.0	97.5	106.8	108.1	123.4	99.7	91.9	95.9	104.0
CSC1=Nc2c(c(C)c(-c3ccccc3)n2CCCC(=O)O)C2=NC(=O)C[C@H](C)N12	101.4	126.7	102.2	109.8	94.1	102.2	97.1	119.4	102.5
Cc1ccc(NCSc2ccc(Cl)cc2)cc1	91.0&85.0	90.7&77.1	93.8&82.7	102.9&63.5	75.7&79.4	96.6&86.2	66.5&61.4	93.1&81.6	94.6&94.8
Cc1nc2cnc(N)c(C#Cc3cncc(C(=O)Nc4ccccn4)c3)c2nc1C	84.9	94.8	97.2	53.6	77.3	103.7	17.1	101.3	103.4
c1ccc2c(c1)-c1ccccc1C2N1CCOCC1	103.9	119.9	109.8	·	·	106.6	103.1	103.3	78.5
CCOC(=O)CC1CSC(Nc2ccccc2)=N1 (stereo not drawn)	106.5	107.2	108.5	105.3	96.8	107.8	99.0	125.0	96.5
CCCOc1cc(C)c(C(=O)Oc2ccccc2C(=O)O)c(C)c1	108.1	116.7	118.9	98.7	103.6	110.1	108.3	131.2	90.2
CC1(C)C(=O)/C(=C\c2ccco2)C[C@]2(C)[C@H]3C(=O)C=C4[C@@H]5C[C@@](C)(C(N)=O)CC[C@]5(C)CC[C@@]4(C)[C@]3(C)CC[C@@H]12	93.8	94.7	103.8	100.5	97.3	114.9	103.1	107.5	102.4
COc1ccc(-c2c(N)n[nH]c2-c2ccccc2O)cc1OC	94.9	115.3	106.9	99.6	111.9	110.2	106.9	98.1	101.8
CCC1C(C(=O)c2cc(Cl)ccc2O)=CNc2cc(C)nn21 (stereo not drawn)	91.1	103.6	102.2	87.9	97.0	106.7	96.0	108.5	103.7
COc1cccc(C2=NN(C(C)=O)C(c3cccc(NS(C)(=O)=O)c3)C2)c1O (stereo not drawn)	84.4	106.4	116.0	92.8	115.7	99.2	87.7	·	91.3
COc1cc(-c2ccc(-[n+]3nc(-c4ccc([N+](=O)[O-])cc4)nn3-c3ccc([N+](=O)[O-])cc3)c(OC)c2)ccc1-[n+]1nc(-c2ccc([N+](=O)[O-])cc2)nn1-c1ccc([N+](=O)[O-])cc1	6.9*	29.7	3.0*	-32.5*	-6.6*	2.6*	25.4	-69.0*	44.3
O=C1N/C(=N/c2nc(-c3ccccc3Cl)cc(-c3ccc(Cl)cc3Cl)n2)S/C1=C/c1ccc(Cl)cc1	75.4	90.0	87.2	98.5	103.0	76.6	76.8	83.2	78.1
COc1ccc(-c2cc(-c3ccc(Cl)cc3)c(C#N)c(=O)n2CCCCC(=O)NO)cc1	62.7	20.9	99.1	77.2	83.9	80.0	86.9	86.3	77.3
COc1ccc(/C=c2\nc3n(-c4ccccc4)c4nc(N)nc(=N)n4n-3c2=O)cc1	107.9	104.6	100.1	95.2	119.2	102.5	106.1	111.1	103.0
Cc1cc(N2CCCC2)nc(N(CCCNc2ccnc3cc(Cl)ccc23)Cc2ccc3c(c2)OCO3)n1	-22.9*	3.0*	5.8*	50.4	-23.9*	-27.0*	19.1	-73.8*	8.2*
Fc1ccc(-c2nc3cc4nc5ccccc5[nH]c4cc3n2)cc1	70.6	96.2	93.2	95.4	94.1	96.9	93.6	106.1	97.0
COc1cc(/C=C/C(=O)c2ccc(Cl)cc2)ccc1Oc1nc(Nc2ccc(F)cc2)nc(N(C)C)n1	47.7	69.6	86.0	65.3	82.7	20.6	81.6	138.6	103.1
COc1ccc(-c2ccn(CC(=O)N3CCOCC3)n2)cc1OC1CCCC1	92.0	94.9	98.7	·	114.8	90.8	102.7	·	105.1
O=C(NS(=O)(=O)c1cccc(Br)c1)n1cc(-c2ccncc2)c(-c2ccc(Cl)c(O)c2)n1	57.4	93.1	102.6	93.5	86.2	111.3	99.3	110.7	107.1
CC(/C=C1\SC(=S)N(CCC(=O)NC(C(=O)O)C(C)C)C1=O)=C\c1ccccc1 (stereo not drawn)	109.3	102.2	104.4	103.1	122.4	113.1	102.5	127.8	107.3
c1ccc(Cc2nn[nH]n2)cc1	102.0	100.4	102.5	98.9	113.5	104.0	105.5	111.7	108.0
CC(=Nc1ccc(Cl)cc1N)c1c(O)cc(C)oc1=O	92.3	88.1	106.9	97.0	101.4	112.7	·	99.9	106.9
O=S(=O)(O)c1cccc(S(=O)(=O)O)c1	102.4	110.8	108.0	99.9	112.4	117.8	91.9	126.3	103.8
COc1ccc(CCNc2nc3c(c(=O)n(Cc4ccc(Br)cc4)c(=O)n3C)n2C)cc1OC	90.5	102.2	96.9	86.6	103.2	99.5	100.2	102.8	93.8
COc1cc(NS(=O)(=O)c2ccccc2)c2nc3ccc(Cl)cc3nc2c1	102.0	95.9	92.4	90.1	102.2	108.0	101.4	114.5	96.5
COc1ccc(-c2nnc(COc3ccc(NS(C)(=O)=O)cc3F)o2)cc1	98.2	100.3	99.8	77.0	99.5	105.0	98.4	118.9	98.0
COc1ccc(-c2c(NC(=O)Nc3ccc(Cl)c(C(F)(F)F)c3)cnn2-c2ccc(S(N)(=O)=O)cc2)cc1	14.5	68.3	9.7*	75.8	24.8	38.2	29.6	34.7	51.0
Cc1ccc(S(=O)(=O)c2c(NC(=O)c3ccc(Cl)cc3Cl)n[nH]c2Nc2ccccc2)cc1	61.9	79.0	97.8	96.6	83.6	93.8	97.7	115.7	105.5
COc1ccc(-n2c(C(O)c3ccccc3)nn(CN3CCOCC3)c2=S)cc1 (stereo not drawn)	104.8	112.6	111.3	·	108.6	87.0	99.8	111.9	103.6
C(=C1c2ccccc2-c2ccccc21)c1ccccc1	95.7	94.5	102.8	95.5	91.7	101.6	92.4	123.3	109.4
CCOc1ccc(NC2=C(Cl)C(=O)c3ccccc3C2=O)cc1	80.6	-79.9*	97.9	100.7	98.2	-51.3*	72.9	108.2	105.1
O=C(O)c1cn(-c2ccccc2)nc1-c1ccc(O)cc1	96.4	98.4	94.7	106.8	94.7	98.5	·	109.4	100.3
Nc1ncnc2nc(NCc3ccccc3)[nH]c12	92.7	104.8	103.9	97.1	100.2	104.9	99.5	101.4	108.9
N#CCCN(CCC#N)C(CCC(=O)O)C(=O)O (stereo not drawn)	113.5	98.9	110.0	·	109.1	109.2	104.2	107.1	109.7
CN(C)N=C1CCCCC1	104.0	96.4	106.1	93.7	113.2	101.6	108.1	110.3	108.3
CS(=O)(=O)c1ccc(-c2[nH]c3ccccc3c2/C=N/NC(N)=O)cc1	102.4	99.9	103.4	91.7	101.3	100.2	91.0	106.2	102.0
O=C1OC(c2ccccc2)=N/C1=C\c1coc2ccccc2c1=O	104.1	96.7	114.9	113.7	97.7	101.4	104.3	115.3	82.5
O=C1OC2(OC(=O)c3ccccc32)Oc2cc(C(F)(F)F)ccc21 (stereo not drawn)	101.5	99.3	104.3	89.9	102.8	95.7	91.3	111.9	86.6
